HSP90 refold inh = blocks HSP90-mediated luciferase refolding in reticulocyte lysate | inhibition, % at 5.6 µM | Rabbit reticulocyte lysate, luciferase refolding luminescence, 3 h | 0.91% of 290,000 active | AID 1789;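 active means inhibition above the screen-wide mean plus 3 SD, computed separately per campaign, cut at about 16% in these data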;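 further: 0% = DMSO wells and 100% = 60 µM geldanamycin wells; inhibitors lower the luminescence because luciferase stays unfolded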
HIF activator = HIF pathway transcriptional activation; AID 1910; activation, % at 7.5 µM (by protocol); 0.32% of 300,000 active; U2OS HRE-luciferase reporter, luminescence; normalized: DMSO 0%, desferrioxamine 100%;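 active means mean activation of at least 10% of the iron chelator positive control signal, with at least half of replicates also reaching 10%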
aSyn 5UTR inh = 5' untranslated region of α-synuclein, MLPCN primary screen; alpha-synuclein 5'UTR reporter, inhibitor activity; inhibition, % (tested at 7.5 µM); 0.82% of 300,000 active; in the data active means inhibition above about 60%;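 further: H4 neuroglioblastoma cells stably carrying SNCA 5'UTR luciferase fusion; 0% = DMSO wells and 100% = positive control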
GSK3B inh = blocks human GSK3beta kinase activity; activity score (negative = inhibition), % at 10 µM; GST-GSK3beta kinase, ADP-Glo luminescence, 60 min; active compounds read low; 0.038% of 300,000 active;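 active means more than half of replicate wells score below -50%, meaning over 50% inhibition versus plate controls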;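 further: 0% = median DMSO wells and -100% = median GW8510 positive control wells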
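Test system: GST-fused GSK3beta enzyme, cell-free | Quantity: 1.6 ng GST-GSK3beta enzyme per well | Reagent: 25 µM ATP with peptide substrate | Schedule: 60 min enzyme reaction, room temperature | Signal: Luminescent ADP-Glo measurement of ADP formed | Read-out basis: Score relative to plate controls | Control set: DMSO and 20 µM GW8510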
IEC-6 tox = IEC-6 cytotoxicity, counter-screen for KLF5 inhibitors; luminescence viability; inhibition, % at 5 µM; 0.78% of 290,000 active; in the data active means inhibition above about 22%;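 further: 0% = plate median of test compound wells and 100% = cytotoxic reference compound wells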
HSF1 inh = HSF1 inhibition; AID 2098; NIH3T3-HGL HSE-luciferase, MG132-induced, luminescence 8 h; active compounds read low; 0.77% of 300,000 active; activity change, negative = inhibition, % at 7.5 µM (by protocol);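 active means more than half of replicate wells show activity change below -50%, luminescence cut by over half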;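 further: luciferase reports HSF-1 transcriptional activity via heat shock element; 0% = median of DMSO wells and -100% = zero luminescence signal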
KLF5 inh = kruppel-like factor 5 inhibition | DLD-1 KLF5 promoter-luciferase reporter, luminescence | inhibition, % at 5 µM | 0.23% of 290,000 active;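 active means inhibition above a per-plate limit of that plate's mean compound inhibition plus 3 SD, cut at about 60% in these data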;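 further: 0% = DMSO wells and 100% = LY294002 at 200 µM; higher means less KLF5 promoter-driven luciferase light; inactives centre near -14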
AI-2 QS mod = Vibrio harveyi AI-2 quorum sensing modulation; Vibrio harveyi JMH597 AI-2 luminescence/OD600 ratio, 9 h; active compounds read low; strain lacks LuxN and CqsS sensors; 0 = neutral-control median; activity change, % at 7.5 µM; 0.4% of 300,000 active; in the data active means activity change below about -75%, passing the limit was not always enough;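 further: luminescence divided by OD600 gain over 9 h not by final OD600 alone; inactives centre near 13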
GSK3A inh = inhibitors of human GSK-3 alpha kinase; inhibition, % at 10 µM; 0.1% of 320,000 active; ADP-Glo luminescence, 60 min; AID 2650; P49840;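 in the data active means inhibition above about 50%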;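 further: GST-tagged GSK-3 alpha with peptide substrate and 25 µM ATP; 0% = DMSO neutral wells and 100% = GW8510 positive control wells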
Target sequence (P49840 whole entry, looked up): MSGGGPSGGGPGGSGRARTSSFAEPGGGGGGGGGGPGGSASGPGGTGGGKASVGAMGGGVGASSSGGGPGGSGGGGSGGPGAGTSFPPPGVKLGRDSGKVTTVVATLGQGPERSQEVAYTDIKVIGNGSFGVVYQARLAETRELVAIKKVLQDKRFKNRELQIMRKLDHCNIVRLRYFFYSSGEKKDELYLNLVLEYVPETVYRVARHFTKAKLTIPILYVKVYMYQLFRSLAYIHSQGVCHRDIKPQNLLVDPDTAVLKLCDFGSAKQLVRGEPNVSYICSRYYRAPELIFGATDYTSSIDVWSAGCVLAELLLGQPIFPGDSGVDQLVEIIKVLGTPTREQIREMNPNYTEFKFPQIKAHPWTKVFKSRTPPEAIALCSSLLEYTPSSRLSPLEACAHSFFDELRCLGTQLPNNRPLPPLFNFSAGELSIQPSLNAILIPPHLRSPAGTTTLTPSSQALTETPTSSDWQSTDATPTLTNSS
HSF-1 act = increases HSF-1 driven luciferase reporter signal; AID 504408; 1.7% of 300,000 active; activation, % at 9 µM; NIH3T3-HGL HSF-1 luciferase reporter, MG132, 8 h; 100% = twice DMSO control signal;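 active means mean replicate activation of at least 50% with a set share of replicates each reaching 50%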;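 further: 0% = median of the neutral control wells and 100% = twice that signal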
* = called active by the depositor; / = not tested or not shown.

structure | HSP90 refold inh | HIF activator | aSyn 5UTR inh | GSK3B inh | IEC-6 tox | HSF1 inh | KLF5 inh | AI-2 QS mod | GSK3A inh | HSF-1 act
Cc1cccc(OCCC(=O)Nc2ccc(S(=O)(=O)N3CCCC3)cc2)c1 | 0 | -0.8 | 27 | 2 | -1 | -1 | -5 | -27 | -2 | 17
Cn1cnnc1SCC(=O)c1ccc2c(c1)CCCC2 | -6 | 1.9 | -71 | 0 | 8 | 20 | -51 | 15 | -2 | 11
CCCCNC(=O)CCCCCn1c(=O)[nH]c2cc(C(=O)OC)ccc2c1=O | -3 | -0.3 | 12 | 2 | -5 | 6 | -9 | 9 | -2 | 9
C/C=C/C(=O)N1CC2(CC(c3cccc(NC(=O)/C(C)=C/C)c3)=NO2)C[C@H]1C(N)=O (stereo partly drawn) | / | -0.1 | 14 | -2 | / | -6 | / | 5 | 12 | -18
Cc1cccc(NC(=O)CN2CCc3cc4c(cc3C2)OCCCO4)c1 | 3 | 0.1 | -13 | 6 | 1 | -1 | -49 | 0 | -2 | 7
CN(C)S(=O)(=O)c1ccc(C(=O)NCCOc2ccc(F)cc2)cc1 | 1 | 1.4 | -99 | 0 | 0 | 21 | -99 | 34 | 0 | 46
CC1CCN(CC(O)CN2c3ccccc3Sc3ccccc32)CC1 (stereo not drawn) | 5 | 0.6 | 14 | 2 | -2 | -3 | -35 | 0 | -2 | 31
COc1cc(C2c3c([nH]c(=O)[nH]c3=O)Nc3ccc4ccccc4c32)ccc1O (stereo not drawn) | -5 | -0.2 | -2 | -7 | 2 | -1 | -35 | 60 | -1 | 3
COc1ccc(C(C#N)N2N=C(C)CC2(C)C)cc1 (stereo not drawn) | 0 | -0.4 | 3 | 4 | -8 | -3 | -13 | 5 | -4 | -5
CCOC(=O)c1ccccc1NC(=O)Cn1cnc2c(cnn2-c2ccccc2)c1=O | -2 | -0.1 | 14 | 1 | -1 | -4 | -13 | 5 | -5 | -10
O=C(NNC(=O)c1ccccc1OCc1ccc(F)cc1)c1ccncc1 | / | 3.1 | 9 | -3 | / | 19 | / | 17 | -1 | 25
CCC1(CC)NC(=O)N(CC(=O)OCC(=O)Nc2ccccc2[N+](=O)[O-])C1=O | 8 | 0.0 | 3 | 1 | -3 | -4 | -16 | 32 | -1 | 6
COc1cccc(NC(=O)Nc2nnc(CC(=O)NCc3ccccc3)s2)c1 | -2 | 1.0 | 6 | 3 | -3 | -34 | -36 | 9 | 3 | -35
CC(=O)c1ccc(NC(=S)NC(=O)/C=C/c2ccc(F)cc2)cc1 | 7 | -25 | -28 | -5 | -4 | 13 | -18 | 22 | -1 | 22
O=[N+]([O-])c1ccc(-c2nnc3n2CCCCC3)cc1 | -4 | -0.7 | 13 | -2 | -1 | -1 | -41 | 10 | -2 | -2
Cc1ccc(CC(=O)Nc2ccc(S(=O)(=O)Nc3nccc(C)n3)cc2)cc1 | 1 | 2.2 | 20 | 1 | -1 | -3 | -15 | 6 | -3 | 7

Reformatted: 2 of the compounds above
Cc1cccc(OCCC(=O)Nc2ccc(S(=O)(=O)N3CCCC3)cc2)c1
  HSP90 refold inh: 0
  HIF activator: -0.8
  aSyn 5UTR inh: 27
  GSK3B inh: 2
  IEC-6 tox: -1
  HSF1 inh: -1
  KLF5 inh: -5
  AI-2 QS mod: -27
  GSK3A inh: -2
  HSF-1 act: 17
Cn1cnnc1SCC(=O)c1ccc2c(c1)CCCC2
  HSP90 refold inh: -6
  HIF activator: 1.9
  aSyn 5UTR inh: -71
  GSK3B inh: 0
  IEC-6 tox: 8
  HSF1 inh: 20
  KLF5 inh: -51
  AI-2 QS mod: 15
  GSK3A inh: -2
  HSF-1 act: 11

Remaining list, next part.
structure | HSP90 refold inh | HIF activator | aSyn 5UTR inh | GSK3B inh | IEC-6 tox | HSF1 inh | KLF5 inh | AI-2 QS mod | GSK3A inh | HSF-1 act
NC(=O)CSc1nnc(-c2cnccn2)n1Cc1ccco1 | 0 | -0.2 | -2 | -1 | -6 | -1 | -35 | 18 | 1 | 0
COCCn1c(C)cc(C(=O)CSc2ncn[nH]2)c1C | -3 | 1.3 | -56 | -2 | -3 | 2 | -32 | 8 | -1 | 9
COC(=O)C1C(=O)c2c(C)noc2CC1(C)C (stereo not drawn) | -2 | 0.8 | -1 | 1 | -6 | -5 | -32 | 12 | 0 | 6
CCCc1nc2scc(-c3ccc(C)cc3)c2c(=O)n1N | -3 | 0.3 | -31 | 1 | -6 | 7 | -22 | -3 | -20 | 22
COc1ccc(CCNC(=O)c2ccc(CSc3ccccc3)o2)cc1 | 3 | 0.0 | 3 | 2 | 0 | -4 | -20 | 2 | 0 | -1
COc1ccc(C(=O)Cn2c(Br)nc3c2c(=O)n(C)c(=O)n3C)cc1OC | 0 | 0.2 | 1 | 0 | -2 | -6 | -26 | 16 | -3 | -16
O=C(Nc1nc2ccccc2c(=O)[nH]1)c1ccccc1SCc1ccccc1 | -1 | -0.2 | 12 | -3 | -1 | -3 | -17 | -30 | -3 | -4
COc1cccc(NC(=O)C2CCC(CNS(=O)(=O)c3cccs3)CC2)c1 (stereo not drawn) | 2 | -0.3 | -3 | 1 | -8 | 1 | -22 | 32 | -3 | 2
COc1ccc2nc(NC(=O)C3CCCN(S(=O)(=O)c4cccc5nonc45)C3)sc2c1 (stereo not drawn) | 0 | -0.3 | 5 | -3 | -1 | -3 | -8 | 28 | 1 | 7

Part of the list above, reformatted:
Values run as follows: HSP90 refold inh	HIF activator	aSyn 5UTR inh	GSK3B inh	IEC-6 tox	HSF1 inh	KLF5 inh	AI-2 QS mod	GSK3A inh	HSF-1 act
O=C(NNC(=O)c1ccccc1OCc1ccc(F)cc1)c1ccncc1
→ /	3.1	9	-3	/	19	/	17	-1	25
CCC1(CC)NC(=O)N(CC(=O)OCC(=O)Nc2ccccc2[N+](=O)[O-])C1=O
→ 8	0.0	3	1	-3	-4	-16	32	-1	6
COc1cccc(NC(=O)Nc2nnc(CC(=O)NCc3ccccc3)s2)c1
→ -2	1.0	6	3	-3	-34	-36	9	3	-35
CC(=O)c1ccc(NC(=S)NC(=O)/C=C/c2ccc(F)cc2)cc1
→ 7	-25	-28	-5	-4	13	-18	22	-1	22
O=[N+]([O-])c1ccc(-c2nnc3n2CCCCC3)cc1
→ -4	-0.7	13	-2	-1	-1	-41	10	-2	-2
Cc1ccc(CC(=O)Nc2ccc(S(=O)(=O)Nc3nccc(C)n3)cc2)cc1
→ 1	2.2	20	1	-1	-3	-15	6	-3	7
NC(=O)CSc1nnc(-c2cnccn2)n1Cc1ccco1
→ 0	-0.2	-2	-1	-6	-1	-35	18	1	0
COCCn1c(C)cc(C(=O)CSc2ncn[nH]2)c1C
→ -3	1.3	-56	-2	-3	2	-32	8	-1	9
COC(=O)C1C(=O)c2c(C)noc2CC1(C)C (stereo not drawn)
→ -2	0.8	-1	1	-6	-5	-32	12	0	6
CCCc1nc2scc(-c3ccc(C)cc3)c2c(=O)n1N
→ -3	0.3	-31	1	-6	7	-22	-3	-20	22
COc1ccc(CCNC(=O)c2ccc(CSc3ccccc3)o2)cc1
→ 3	0.0	3	2	0	-4	-20	2	0	-1
COc1ccc(C(=O)Cn2c(Br)nc3c2c(=O)n(C)c(=O)n3C)cc1OC
→ 0	0.2	1	0	-2	-6	-26	16	-3	-16
O=C(Nc1nc2ccccc2c(=O)[nH]1)c1ccccc1SCc1ccccc1
→ -1	-0.2	12	-3	-1	-3	-17	-30	-3	-4

Bioassay records: PubChem BioAssay, several laboratories
